Source: PubChem
EBV LMP1 NFkB – EBV LMP1-driven NF-kappaB luciferase reporter inhibitors, primary screen, cell-based, luminescence, single point; inhibition, % at 12.5 µM; hit rate 0.69% among 350,000; LMP1-induced NF-kappaB luciferase reporter cells; AID 504558, 2011; in the data active means inhibition above about 41%; inconclusive means no clear call, values can overlap the other calls;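 further: 0% = neutral control wells and 100% = reference inhibitor control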
C8 TRAIL sens – viability loss with TRAIL in NB7+C8 cells, primary screen, TRAIL sensitizer project, cell-based, ATPlite luminescence; inhibition (viability loss, TRAIL sensitization), % at 10 µM; hit rate 1% among 360,000; AID 624354, 2012;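 active means compounds causing at least 50% loss of cell viability in the single-dose screen, relative to plate controls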
NR2E3 ag-1 – inhibitors of NR2E3-RetCOR corepressor binding, primary screen, NR2E3 agonist project, biochemical, TR-FRET, GST-NR2E3, biotin-RetCOR | 1536-well | inhibition of corepressor binding, % at 4.78 µM | AID 2300, 2010 | hit rate 0.12% among 320,000;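 active means percent inhibition above the cutoff of mean plus 3 SD of all tested compounds, set per screening campaign, cut at about 20% in these data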;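 further: 0% = DMSO wells and 100% = biotin wells as full block of FRET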
Target sequence (Q9Y5X4 whole entry, looked up): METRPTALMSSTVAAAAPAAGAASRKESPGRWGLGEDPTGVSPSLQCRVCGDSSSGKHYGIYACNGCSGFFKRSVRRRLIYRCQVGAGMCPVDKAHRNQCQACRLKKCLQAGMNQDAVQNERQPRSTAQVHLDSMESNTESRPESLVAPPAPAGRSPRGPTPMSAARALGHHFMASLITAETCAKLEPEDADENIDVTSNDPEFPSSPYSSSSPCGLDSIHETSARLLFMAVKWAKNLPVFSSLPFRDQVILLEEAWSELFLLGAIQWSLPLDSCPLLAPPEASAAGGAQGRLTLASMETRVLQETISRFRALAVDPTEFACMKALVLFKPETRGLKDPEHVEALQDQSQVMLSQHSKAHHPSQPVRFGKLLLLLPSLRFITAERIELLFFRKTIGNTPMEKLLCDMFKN
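Test system: GST-NR2E3 and biotin-RetCOR proteins | Quantity: 1.35 nM GST-tagged NR2E3 final | Medium: Tris pH 7.5 | Also added: 7 nM biotin-RetCOR | Dosing: Compound at 4.8 µM, single dose | Timing: 5 h at 4 °C | Detection: Time-resolved FRET | Read-out basis: Percent inhibition | Benchmarks: Biotin wells as high control, 0.6% DMSO wells as low control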
Shn3 inh set2 – reduction of Shn3 3'UTR firefly luciferase signal, primary screen, Schnurri-3 inhibitor project, cell-based, Clone20 osteoblasts, set 2; Clone20 osteoblast Shn3 3'UTR firefly luciferase, 24 h; inhibition, % at 12.5 µM; hit rate 0.52% among 360,000; AID 588674, 2011;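 active means mean inhibition of at least 75% with every replicate also reaching 75%; inconclusive means mean inhibition at least 75% but some replicate below; inactive means mean inhibition below 75%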;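 further: 0% = median of neutral control wells and 100% = pilot-screen positive control compound; some compounds past the cut are filed as inactive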
TRPM1 prom inh – inhibitors of MITF-dependent TRPM1 promoter reporter, primary screen, cell-based, SK-MEL-5, single point, luciferase; AID 488899, 2010; inhibition, % at 12.5 µM; SK-MEL-5 TRPM1 promoter luciferase, 24 h; hit rate 0.83% among 330,000;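 active means mean inhibition across replicates of 60% or more, whatever share of single replicates reaches that level; inconclusive means some that reach 60%, reason not given; inactive means mean inhibition across replicates below 60%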; further: values of inactives mirror those of a sister screen read the other way
NR2E3 ag-2 – NR2E3 agonists in two-hybrid cells, primary screen, cell-based, luminescence, CHO-S, Gal4-NCOR/VP16-NR2E3; luciferase; AID 602229, 2012; hit rate 0.35% among 360,000; inhibition of corepressor binding, % at 3.98 µM; Photoreceptor-specific nuclear receptor (Homo sapiens), Q9Y5X4;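 active means inhibition above the mean of all tested compounds plus 3 SD, cut at about 70% in these data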;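 further: 0% = DMSO with NR2E3 transfected cells and 100% = cells lacking NR2E3 construct; higher means lower luciferase signal from less NR2E3 corepressor binding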
hiPSC survival – enhancers of single-cell hiPSC survival, primary screen, ATPlite luminescence | hit rate 0.044% among 360,000 | survival enhancement, % at 20 µM | AID 602274, 2012 | 100% = ROCK inhibitor wells, 0% = DMSO; in the data active means survival enhancement above about 18%;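 further: cells exposed to compounds for 16 hours before the ATP read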
HIF-2a inh – HIF-2a reporter inhibitors, primary screen, luminescence, 786-0 RCC cells; hit rate 0.72% among 360,000; 786-0 RCC cells HIF-2a reporter, luciferase luminescence, overnight; AID 624352, 2012; inhibition, % at 18.8 µM;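 active means inhibition of the luminescence signal of 40% or more relative to plate controls, in a single-dose primary screen at 18.75 µM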
CF NFkB inh – inhibitors of PAF-induced NF-kB signaling, primary screen, cell-based, GFP fluorescence, uHTS | KKLEB NF-kB-GFP reporter, GFP fluorescence overnight | inhibition, % at 5 µM | hit rate 0.86% among 360,000;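 active means at least 50% inhibition at 5 µM, scaled per plate between neutral and stimulator controls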;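 further: PAF is a Pseudomonas aeruginosa culture filtrate used as stimulus; plate controls were PAF-stimulated DMSO wells for no effect and unstimulated DMSO wells for full effect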
KKLEB cytotox – cytotoxicity in KKLEB CF airway cells, primary screen, cytotoxicity control for CF NF-kB inhibitor project, cell-based, uHTS, fluorescence assay plates; hit rate 0.36% among 360,000; activity change (cytotoxicity), % at 5 µM; KKLEB CF airway cells viability, ATPlite luminescence, overnight; active compounds read low; cells stimulated with P. aeruginosa culture filtrate; AID 602141, 2011;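 active means corrected activity change at or below -50% at 5 µM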
Peg3 promoter – Peg3 promoter-driven luciferase inhibitors, primary screen, cell-based, HeLa, luciferase luminescence. HeLa PEG-Prom luciferase reporter, overnight. inhibition, % at 20 µM. hit rate 1.7% among 360,000;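 active means inhibition of at least 50% at 20 µM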
The depositor's hits bear a star. These rows are one share of the data (hit frequency here may not be typical).

How did CCOc1ccc(NC(=O)c2sc3nc(C)nc(N4CCOCC4)c3c2C)cc1 do in these assays?
EBV LMP1 NFkB: 7; C8 TRAIL sens: 5; NR2E3 ag-1: 6; Shn3 inh set2: -18; TRPM1 prom inh: -8; NR2E3 ag-2: -25; hiPSC survival: -0.2; HIF-2a inh: -4; CF NFkB inh: 25; KKLEB cytotox: -6; Peg3 promoter: 21

How did O=C(Nc1cnccn1)Nc1cccc(Cl)c1Cl do in these assays?
EBV LMP1 NFkB: -7; C8 TRAIL sens: -3; NR2E3 ag-1: 0; Shn3 inh set2: -47; TRPM1 prom inh: 0; NR2E3 ag-2: 7; hiPSC survival: -0.1; HIF-2a inh: -63; CF NFkB inh: 28; KKLEB cytotox: -1; Peg3 promoter: 21

What do the screens show for `CCOc1cc(N2CCOCC2)c(OCC)cc1NC(=O)CC12CC3CC(CC(C3)C1)C2`?
EBV LMP1 NFkB: 12; C8 TRAIL sens: -2; NR2E3 ag-1: -2; Shn3 inh set2: -1; TRPM1 prom inh: 6; NR2E3 ag-2: 5; hiPSC survival: -2.6; HIF-2a inh: 21; CF NFkB inh: -1; KKLEB cytotox: -5; Peg3 promoter: 15

Results for O=C(Nc1ncccc1O)c1ccc(C(=O)c2ccccc2)cc1 ?
EBV LMP1 NFkB: 38; C8 TRAIL sens: -2; NR2E3 ag-1: -1; Shn3 inh set2: -102; TRPM1 prom inh: -66; NR2E3 ag-2: -10; hiPSC survival: -0.2; HIF-2a inh: -274; CF NFkB inh: -21; KKLEB cytotox: 11; Peg3 promoter: -204

How did Cc1cc(C)c(C#N)c(SCC(O)CS(=O)(=O)Cc2ccccc2)n1 (stereo not given) do in these assays?
EBV LMP1 NFkB: 6; C8 TRAIL sens: 12; NR2E3 ag-1: -2; Shn3 inh set2: 10; TRPM1 prom inh: -1; NR2E3 ag-2: -12; hiPSC survival: 0.9; HIF-2a inh: 6; CF NFkB inh: 6; KKLEB cytotox: 2; Peg3 promoter: -5

How did CCc1nc(NCC2CCCO2)c2oc3ccccc3c2n1 (stereo not given) do in these assays?
EBV LMP1 NFkB: 2; C8 TRAIL sens: -5; NR2E3 ag-1: -1; Shn3 inh set2: 6; TRPM1 prom inh: 12; NR2E3 ag-2: 6; hiPSC survival: 6.2; HIF-2a inh: 19; CF NFkB inh: 3; KKLEB cytotox: 2; Peg3 promoter: 11

How did COc1ccccc1C(=O)NCCCNC(=O)c1ccccn1 do in these assays?
EBV LMP1 NFkB: 3; C8 TRAIL sens: 14; NR2E3 ag-1: 3; Shn3 inh set2: -14; TRPM1 prom inh: -6; NR2E3 ag-2: -6; hiPSC survival: 0.6; HIF-2a inh: 18; CF NFkB inh: -6; KKLEB cytotox: -4; Peg3 promoter: 8

Results for O=C(/C=C/c1ccccc1)Oc1coc(CSc2ncccn2)cc1=O ?
EBV LMP1 NFkB: -15; C8 TRAIL sens: 0; NR2E3 ag-1: -2; TRPM1 prom inh: 7; NR2E3 ag-2: -35; hiPSC survival: -0.7; HIF-2a inh: 6; CF NFkB inh: -12; KKLEB cytotox: -2; Peg3 promoter: 17

What do the screens show for `CCn1c(=O)cc(OCC(=O)NCc2ccco2)c2ccccc21`?
EBV LMP1 NFkB: -1; C8 TRAIL sens: -8; NR2E3 ag-1: 2; Shn3 inh set2: -16; TRPM1 prom inh: 0; NR2E3 ag-2: -14; hiPSC survival: 5.7; HIF-2a inh: 3; CF NFkB inh: -8; KKLEB cytotox: 21; Peg3 promoter: -1

Results for CC(=O)c1ccc(NC(=O)C(C)OC(=O)c2ccc(Br)o2)cc1 (stereo not given) ?
EBV LMP1 NFkB: 2; C8 TRAIL sens: 6; NR2E3 ag-1: 3; Shn3 inh set2: 6; NR2E3 ag-2: 9; hiPSC survival: -0.4; HIF-2a inh: 10; CF NFkB inh: -6; KKLEB cytotox: 10; Peg3 promoter: -19

Results for CNC(=O)CSc1nnc(-c2cc(C)cc(C)c2)o1 ?
EBV LMP1 NFkB: -14; C8 TRAIL sens: -1; NR2E3 ag-1: -1; Shn3 inh set2: -7; TRPM1 prom inh: 3; NR2E3 ag-2: 0; hiPSC survival: 0.3; HIF-2a inh: -5; CF NFkB inh: 1; KKLEB cytotox: -4; Peg3 promoter: 22

What do the screens show for `COc1ccc(OC)c(C(c2nnnn2Cc2ccccc2)N2CCN(C3CCCCC3)CC2)c1` (stereo not given)?
EBV LMP1 NFkB: -5; C8 TRAIL sens: 7; NR2E3 ag-1: 0; Shn3 inh set2: 90*; TRPM1 prom inh: -4; NR2E3 ag-2: -26; hiPSC survival: 1.9; HIF-2a inh: 12; CF NFkB inh: 13; KKLEB cytotox: 0; Peg3 promoter: 22

What do the screens show for `CCCCC/C=C\C[C@H](O)/C=C/c1cccc(C[C@H](O)CCCCO)n1`?
EBV LMP1 NFkB: 1; C8 TRAIL sens: 12; NR2E3 ag-1: 6; Shn3 inh set2: -6; TRPM1 prom inh: 2; NR2E3 ag-2: -4; hiPSC survival: -3.6; HIF-2a inh: 26; CF NFkB inh: -6; KKLEB cytotox: 8; Peg3 promoter: -7

What do the screens show for `O=C(Nc1ccc(S(=O)(=O)Nc2nccs2)cc1)c1cccc(N2C(=O)c3ccccc3C2=O)c1`?
EBV LMP1 NFkB: 4; C8 TRAIL sens: 8; NR2E3 ag-1: 0; Shn3 inh set2: 5; TRPM1 prom inh: -11; NR2E3 ag-2: -16; hiPSC survival: -0.3; HIF-2a inh: 4; CF NFkB inh: -5; KKLEB cytotox: -4; Peg3 promoter: -12

Results for O=C(NCc1ccccc1)C1=C[C@H](c2ccc3c(c2)OCO3)C[C@H](OCc2ccc(CO)cc2)O1 ?
EBV LMP1 NFkB: -9; C8 TRAIL sens: 2; NR2E3 ag-1: 1; Shn3 inh set2: 3; TRPM1 prom inh: 6; NR2E3 ag-2: -12; hiPSC survival: 8.0; HIF-2a inh: 2; CF NFkB inh: 8; KKLEB cytotox: -12; Peg3 promoter: 5

The closing two compounds of the part before lead into the next:
What do the screens show for `O=C(Nc1ccc(S(=O)(=O)Nc2nccs2)cc1)c1cccc(N2C(=O)c3ccccc3C2=O)c1`?
EBV LMP1 NFkB: 4; C8 TRAIL sens: 8; NR2E3 ag-1: 0; Shn3 inh set2: 5; TRPM1 prom inh: -11; NR2E3 ag-2: -16; hiPSC survival: -0.3; HIF-2a inh: 4; CF NFkB inh: -5; KKLEB cytotox: -4; Peg3 promoter: -12

Results for O=C(NCc1ccccc1)C1=C[C@H](c2ccc3c(c2)OCO3)C[C@H](OCc2ccc(CO)cc2)O1 ?
EBV LMP1 NFkB: -9; C8 TRAIL sens: 2; NR2E3 ag-1: 1; Shn3 inh set2: 3; TRPM1 prom inh: 6; NR2E3 ag-2: -12; hiPSC survival: 8.0; HIF-2a inh: 2; CF NFkB inh: 8; KKLEB cytotox: -12; Peg3 promoter: 5

Results for c1ccc(-c2ccccc2OCCOCCN2CCNCC2)cc1 ?
EBV LMP1 NFkB: -12; C8 TRAIL sens: 22; NR2E3 ag-1: -2; Shn3 inh set2: -15; TRPM1 prom inh: 3; NR2E3 ag-2: 9; hiPSC survival: 4.9; HIF-2a inh: 9; CF NFkB inh: 22; KKLEB cytotox: -23; Peg3 promoter: 15

How did N#Cc1c2nc3ccccc3nc2n2cc(NC(=O)c3ccc(F)cc3)ccc12 do in these assays?
EBV LMP1 NFkB: -5; C8 TRAIL sens: -2; Shn3 inh set2: 10; TRPM1 prom inh: inconclusive; NR2E3 ag-2: 8; hiPSC survival: -2.5; HIF-2a inh: 3; CF NFkB inh: -32; KKLEB cytotox: -2; Peg3 promoter: 37

What do the screens show for `CC(C)(C)c1nnc2cccc(Cl)n12`?
EBV LMP1 NFkB: -2; C8 TRAIL sens: 6; NR2E3 ag-1: 4; Shn3 inh set2: 2; TRPM1 prom inh: 4; NR2E3 ag-2: -10; hiPSC survival: -0.7; HIF-2a inh: -2; CF NFkB inh: -21; KKLEB cytotox: 2; Peg3 promoter: 1

Results for COc1ccccc1/C=C/C=N/NC(=O)c1cccs1 ?
EBV LMP1 NFkB: -28; C8 TRAIL sens: -5; NR2E3 ag-1: -2; TRPM1 prom inh: -77; NR2E3 ag-2: -108; hiPSC survival: 0.4; HIF-2a inh: -363; CF NFkB inh: -6; KKLEB cytotox: 10; Peg3 promoter: -318

How did Cn1nc([N+](=O)[O-])nc1Oc1ccccc1N do in these assays?
EBV LMP1 NFkB: 4; C8 TRAIL sens: -10; NR2E3 ag-1: -1; Shn3 inh set2: -4; TRPM1 prom inh: 25; NR2E3 ag-2: -14; hiPSC survival: -0.7; HIF-2a inh: -3; CF NFkB inh: -5; KKLEB cytotox: 6; Peg3 promoter: 1

Results for CS(=O)(=O)Oc1ccccc1/C=C1/N=C(c2ccc(F)cc2)OC1=O ?
EBV LMP1 NFkB: -3; C8 TRAIL sens: 3; NR2E3 ag-1: -3; Shn3 inh set2: 4; TRPM1 prom inh: -12; NR2E3 ag-2: -6; hiPSC survival: -1.3; HIF-2a inh: 6; CF NFkB inh: -20; KKLEB cytotox: 11; Peg3 promoter: -2

Results for O=C(NC1CCCCC1)C1CC(=O)N(CCc2ccc(F)cc2)C1 (stereo not given) ?
EBV LMP1 NFkB: 5; C8 TRAIL sens: -14; NR2E3 ag-1: 1; Shn3 inh set2: -8; TRPM1 prom inh: 8; NR2E3 ag-2: -27; hiPSC survival: 3.2; HIF-2a inh: 3; CF NFkB inh: 6; KKLEB cytotox: -3; Peg3 promoter: 9

Results for O=C(c1ccco1)N1CCN(c2cc(N3CCOCC3)c(F)cc2[N+](=O)[O-])CC1 ?
EBV LMP1 NFkB: 2; C8 TRAIL sens: 2; NR2E3 ag-1: 1; Shn3 inh set2: 17; TRPM1 prom inh: 9; NR2E3 ag-2: -4; hiPSC survival: 0.6; HIF-2a inh: 21; CF NFkB inh: 17; KKLEB cytotox: 0; Peg3 promoter: 20
